Source: PubChem
AI-2 QS modul: Vibrio harveyi AI-2 quorum sensing modulation; Vibrio harveyi JMH597 AI-2 luminescence/OD600 ratio, 9 h; stronger effect = lower value; strain lacks LuxN and CqsS sensors; 0 = neutral-control median; activity change, % at 7.5 µM; 300,000 tested, 0.4% active; in the data active = activity change below about -75%, passing the limit was not always enough;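 note: luminescence divided by OD600 gain over 9 h not by final OD600 alone; inactives centre near 13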
HSF1 inhib: HSF1 inhibition | NIH3T3-HGL HSE-luciferase, MG132-induced, luminescence 8 h; stronger effect = lower value | activity change, negative = inhibition, % at 7.5 µM (by protocol) | 300,000 tested, 0.77% active | AID 2098;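 active = more than half of replicate wells show activity change below -50%, luminescence cut by over half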;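 note: luciferase reports HSF-1 transcriptional activity via heat shock element; 0% = median of DMSO wells and -100% = zero luminescence signal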
GSK3A inh: inhibitors of human GSK-3 alpha kinase | ADP-Glo luminescence, 60 min | P49840 | inhibition, % at 10 µM | AID 2650 | 320,000 tested, 0.1% active;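 in the data active = inhibition above about 50%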;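 note: GST-tagged GSK-3 alpha with peptide substrate and 25 µM ATP; 0% = DMSO neutral wells and 100% = GW8510 positive control wells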
Target sequence (P49840 whole entry, looked up): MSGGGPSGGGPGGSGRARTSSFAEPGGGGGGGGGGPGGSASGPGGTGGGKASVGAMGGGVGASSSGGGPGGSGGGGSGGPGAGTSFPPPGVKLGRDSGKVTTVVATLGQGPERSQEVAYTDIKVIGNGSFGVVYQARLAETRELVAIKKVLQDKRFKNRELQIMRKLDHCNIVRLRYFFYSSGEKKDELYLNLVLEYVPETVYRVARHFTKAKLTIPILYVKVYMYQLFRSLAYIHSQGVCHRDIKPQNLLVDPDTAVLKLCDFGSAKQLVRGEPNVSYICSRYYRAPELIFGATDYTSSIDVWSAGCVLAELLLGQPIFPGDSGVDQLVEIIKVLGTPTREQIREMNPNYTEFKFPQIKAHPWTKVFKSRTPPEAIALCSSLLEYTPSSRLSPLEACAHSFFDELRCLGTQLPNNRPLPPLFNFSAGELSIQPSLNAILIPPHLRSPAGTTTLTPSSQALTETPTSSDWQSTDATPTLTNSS
HSF-1 act: increases HSF-1 driven luciferase reporter signal. NIH3T3-HGL HSF-1 luciferase reporter, MG132, 8 h; 100% = twice DMSO control signal. activation, % at 9 µM. 300,000 tested, 1.7% active;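 active = mean replicate activation of at least 50% with a set share of replicates each reaching 50%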;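 note: 0% = median of the neutral control wells and 100% = twice that signal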
IEC-6 tox: IEC-6 cytotoxicity, counter-screen for KLF5 inhibitors. luminescence viability. inhibition, % at 5 µM. 290,000 tested, 0.78% active; in the data active = inhibition above about 22%;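 note: 0% = plate median of test compound wells and 100% = cytotoxic reference compound wells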
HSP90 inh: inhibitors of HSP90 luciferase refolding in rabbit reticulocyte lysate; inhibition, % at 5.6 µM; luciferase refolding luminescence, 3 h; 290,000 tested, 0.91% active;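 active = inhibition above the screen-wide mean plus 3 SD, computed separately per campaign, cut at about 16% in these data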;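 note: 0% = DMSO wells and 100% = 60 µM geldanamycin wells; inhibitors lower the luminescence because luciferase stays unfolded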
KLF5 inhibitor: kruppel-like factor 5 inhibition; inhibition, % at 5 µM; DLD-1 KLF5 promoter-luciferase reporter, luminescence; 290,000 tested, 0.23% active;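 active = inhibition above a per-plate limit of that plate's mean compound inhibition plus 3 SD, cut at about 60% in these data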;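 note: 0% = DMSO wells and 100% = LY294002 at 200 µM; higher means less KLF5 promoter-driven luciferase light; inactives centre near -14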
HIF activator: HIF pathway transcriptional activation; activation, % at 7.5 µM (by protocol); AID 1910; 300,000 tested, 0.32% active; U2OS HRE-luciferase reporter, luminescence; normalized: DMSO 0%, desferrioxamine 100%;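 active = mean activation of at least 10% of the iron chelator positive control signal, with at least half of replicates also reaching 10%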
GSK3beta inhib: blocks human GSK3beta kinase activity | GST-GSK3beta kinase, ADP-Glo luminescence, 60 min; stronger effect = lower value | 300,000 tested, 0.038% active | P49841 | activity score (negative = inhibition), % at 10 µM;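 active = more than half of replicate wells score below -50%, meaning over 50% inhibition versus plate controls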;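 note: 0% = median DMSO wells and -100% = median GW8510 positive control wells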
Target sequence (P49841 whole entry, looked up): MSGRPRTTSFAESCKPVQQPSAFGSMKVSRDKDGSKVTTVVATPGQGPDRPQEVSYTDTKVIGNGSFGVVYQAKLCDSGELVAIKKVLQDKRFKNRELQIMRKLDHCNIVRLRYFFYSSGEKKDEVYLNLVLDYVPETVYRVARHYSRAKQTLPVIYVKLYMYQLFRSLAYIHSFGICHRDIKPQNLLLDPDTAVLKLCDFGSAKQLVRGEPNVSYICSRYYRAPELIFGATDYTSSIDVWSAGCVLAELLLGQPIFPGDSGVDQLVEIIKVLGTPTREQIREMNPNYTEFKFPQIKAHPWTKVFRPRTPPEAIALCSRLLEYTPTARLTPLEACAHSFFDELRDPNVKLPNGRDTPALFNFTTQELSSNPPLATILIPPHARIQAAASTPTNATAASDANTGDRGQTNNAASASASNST
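Test system: GST-fused GSK3beta enzyme, cell-free | Quantity: 1.6 ng GST-GSK3beta enzyme per well | Reagent: 25 µM ATP with peptide substrate | Schedule: 60 min enzyme reaction, room temperature | Signal: Luminescent ADP-Glo measurement of ADP formed | Read-out basis: Score relative to plate controls | Control set: DMSO and 20 µM GW8510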
aSyn UTR inh: MLPCN primary screen, SNCA 5' untranslated region | alpha-synuclein 5'UTR reporter, inhibitor activity | inhibition, % (tested at 7.5 µM) | 300,000 tested, 0.82% active; in the data active = inhibition above about 60%;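 note: H4 neuroglioblastoma cells stably carrying SNCA 5'UTR luciferase fusion; 0% = DMSO wells and 100% = positive control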
* = called active by the depositor; . = not tested or not shown.

SMILES	AI-2 QS modul	HSF1 inhib	GSK3A inh	HSF-1 act	IEC-6 tox	HSP90 inh	KLF5 inhibitor	HIF activator	GSK3beta inhib	aSyn UTR inh
COc1ccccc1NC(=S)N(CCc1ccc(OC)c(OC)c1)Cc1ccccn1	8	-1	-3	9	-1	-1	-1	0.1	2	-2
COc1c(C)cc(C(=O)C2CCCN(C(=O)Cn3nc(C)nc3C)C2)cc1C (stereo unspecified)	.	-3	1	-13	4	1	-21	1.0	0	-5
Cc1ccccc1-c1nc(CN2CCC(C(=O)NCCCN3CC(C)CC(C)C3)CC2)c(C)o1 (stereo unspecified)	-2	-12	2	-11	60*	1	1	1.0	0	1
COC(=O)c1ccc(/C=N/OCC(=O)NCCc2ccc(OC)c(OC)c2)cc1	24	0	0	1	0	2	7	-0.6	-1	5
COc1ccccc1Oc1cc(F)nc(N)n1	14	-5	0	-19	1	0	9	-0.2	-1	9
COc1ccccc1NC(=S)N(Cc1ccc(C(=O)O)cc1)Cc1ccc(OC)c(OC)c1	7	2	-2	28	0	-1	-23	-26	5	-9
Cc1cc(=O)oc2c(C)c(OCC(=O)NC3CC(C)(C)NC(C)(C)C3)ccc12	19	-1	-11	-1	-1	-6	-20	-0.4	-1	1
CC1C/C(=N\NC(=O)c2ccc(NS(=O)(=O)c3ccc(Br)cc3)cc2)CC(C)(C)C1 (stereo unspecified)	57	4	-5	44	-5	0	-34	0.4	-7	-27
CCC(CC)c1nnc(NC(=O)Oc2ccccc2)s1	10	-9	.	9	4	3	-29	0.2	0	-29
COc1ccc(CN2CCN(Cc3ccc(CO)o3)CC2CCO)cc1C (stereo unspecified)	7	-2	-3	5	-1	-2	-26	-0.6	3	-1

The closing 2 records of the part above lead into the next.
SMILES	AI-2 QS modul	HSF1 inhib	GSK3A inh	HSF-1 act	IEC-6 tox	HSP90 inh	KLF5 inhibitor	HIF activator	GSK3beta inhib	aSyn UTR inh
CCC(CC)c1nnc(NC(=O)Oc2ccccc2)s1	10	-9	.	9	4	3	-29	0.2	0	-29
COc1ccc(CN2CCN(Cc3ccc(CO)o3)CC2CCO)cc1C (stereo unspecified)	7	-2	-3	5	-1	-2	-26	-0.6	3	-1
Cc1ccc(C)c(-n2c(N)c(C(N)=O)sc2=S)c1	4	-5	-2	-4	1	4	-22	0.7	-3	-6
O=C(Nc1ccc(O)cc1C(=O)O)c1cccc(Br)c1	2	4	7	4	-4	-5	-12	0.4	-3	32
COc1cc(NC(=O)CSc2nc(C)cs2)cc(OC)c1	4	-81*	5	-85	3	2	-8	0.1	2	0
COc1ccc(NS(=O)(=O)c2cccc(C(=O)Nc3cccc(C(=O)O)c3)c2)cc1	28	-9	-2	2	-1	-1	-9	-31	0	4
CN(CCNC(=O)C1CCCN(c2ncnc3c2nc2n3CCCCC2)C1)Cc1ccccc1 (stereo unspecified)	11	-5	-1	-11	-2	-4	4	0.0	-2	6
COc1ccccc1CNC(=O)COc1ccc(C)cc1	3	-4	-2	2	-2	0	-67	0.0	0	0
CCOC(=O)C(C)c1ccc2cc(OC)ccc2c1 (stereo unspecified)	3	-35	-2	-54	1	-1	-5	0.8	0	-45
S=c1nc(C2CCCCC2)[nH][nH]1	12	2	0	15	4	4	-33	0.0	3	5
CC/C(Cc1ccccc1)=N/NC(=O)CNC(=O)c1ccc(Cl)cc1Cl	16	-5	.	-8	3	1	-3	-2.0	2	5
COc1cc(CN2CCN(CC#Cc3ccccc3)CC2CCO)cc(OC)c1 (stereo unspecified)	12	0	9	17	8	0	-22	-0.3	-1	-1
COc1cc(Cl)c(C)cc1NC(=O)Cc1cccs1	13	6	-8	-10	-7	0	2	0.4	3	14
Cc1cc(C)c2[nH]c(=O)c(C(c3nnnn3CC3CCCO3)N3CCCC(C)C3)cc2c1 (stereo unspecified)	13	1	-2	8	5	-2	2	-0.3	-1	7
CN(c1ccccc1)S(=O)(=O)c1ccc(C(=O)NCc2cccs2)cc1	22	-4	1	7	-3	-3	-19	0.4	6	-5
CCn1c(-c2ccccc2)c(C(=O)CC#N)c2ccccc21	-4	10	12	10	2	-1	-24	-0.4	-3	22
CSc1cccc(NC(=O)NCc2cccc(CNC(=O)Nc3cccc(SC)c3)c2)c1	7	5	.	26	0	2	4	-1.2	2	5
CN(CCOc1ccccc1)C(=O)c1ccc2c(=O)n3c(nc2c1)CCC3	13	-15	-4	-27	.	.	.	-0.2	5	4
NC(=O)c1ccccc1NC(=O)Nc1ccc(F)c(Cl)c1	17	5	-1	28	5	0	-5	0.0	2	-11
CCN(CC(=O)NCc1ccc(Cl)cc1)C(=O)CCc1ccccc1	21	4	-3	17	-4	0	-18	0.3	3	1
CC1CCCC(NC(=O)c2cc(S(=O)(=O)N3CCOCC3)ccc2F)C1C (stereo unspecified)	24	-3	10	6	0	2	3	-0.8	0	-17
CC(=O)C1=C(O)C(=O)N(c2ccc(O)cc2)C1c1ccc(F)cc1 (stereo unspecified)	6	-8	-4	13	2	6	-8	0.2	0	11
CC(C)N1C(=O)CCC1C(=O)NCc1ccccc1Cl (stereo unspecified)	5	-2	0	-1	-2	-3	-20	-0.1	1	7
Cc1ccc(NNC(=O)C2CCC2)cc1C	17	-9	0	9	12	0	-35	0.0	2	13
COc1ccc(CN(CCCN2CCOCC2)C(=O)Nc2cccc(Cl)c2)cc1OC	13	-52*	-3	-61	-1	-2	-9	-0.1	-3	6
CC(CN1CCCCC1)OC(=O)C1c2ccccc2Oc2ccccc21 (stereo unspecified)	16	4	-2	7	-1	0	-11	0.2	1	-5
O=C(O)C1CC1C(=O)N1CCN(c2ccc(Cl)c(Cl)c2)CC1 (stereo unspecified)	.	-4	-1	-22	5	-3	-12	0.0	.	-1
O=C(CSc1nc2ccccc2c(=O)n1-c1ccc(F)cc1F)c1c[nH]c2ccccc12	31	0	-1	-4	2	0	-18	-0.2	2	16
CCOC(=O)C1(CC2CC2)CCN(Cc2ccc(O)c(Cl)c2)CC1	29	4	-2	7	-1	0	0	-23	2	-22
Cc1ccc(C(=O)CSc2nnc(Cn3nnc4ccccc43)n2C)cc1	23	8	-5	43	-5	3	-32	-0.3	4	9
O=C(NN1CCOCC1)c1ccc(Br)cc1	14	-7	-3	-3	.	.	.	-0.6	-16	15
Cc1ccc(C2=NNC(=O)C(c3c[nH]c4ccccc34)C2)cc1 (stereo unspecified)	11	4	-2	30	1	3	-8	1.2	6	-15
Cc1cn(C2OC[C@@H](O)[C@@H]2CO)c(=O)[nH]c1=O (stereo partly specified)	10	4	1	-5	-6	-4	-40	-2.5	-2	14
C[N+]1(CC(O)COCC2COc3ccccc3O2)CCOCC1 (stereo unspecified)	27	1	0	-1	-1	-1	-6	-0.4	3	-6
CC(C)C(=O)N1CCC2(CC1)Oc1ccc(Cl)cc1C(=O)C21CC(c2cccnc2)=NO1 (stereo unspecified)	0	3	1	-6	.	.	.	-0.3	1	6
COc1ccc(C(=O)Nc2c(N)nc(SCC(=O)NCC3CCCO3)[nH]c2=O)cc1OC (stereo unspecified)	12	-2	0	-18	-2	-4	-30	0.0	-5	-3
O=C(CNC(=O)c1ccc(Cl)cc1)OCc1nc2ccccc2s1	5	-4	0	-4	-4	3	22	0.4	-1	-31
O=C(O)CCCC(=O)NCCCCc1ccccc1	4	2	-2	0	0	4	-28	-0.7	1	26
Cc1ccc2nc(C)c(CN3CCN(c4ccc([N+](=O)[O-])cc4Cl)CC3)n2c1	14	20	0	14	26*	4	-7	0.6	0	52
COc1ncccc1-c1nnn(-c2ccc(F)cc2)n1	6	21	-6	40	-5	3	-134	6.9	1	-97
COc1ccccc1Nc1nc(-c2sc(NC(=O)c3ccco3)nc2C)cs1	13	-2	-1	3	4	12	-11	0.5	1	38
Cc1cc2c(cc1S(=O)(=O)NC1CCCCC1C)OCC(=O)N2 (stereo unspecified)	22	3	.	4	-5	-1	-20	.	-1	5
COc1c(C)cccc1C(=O)Nc1ccc(CN2CCOCC2)cc1	28	14	1	18	4	5	-67	.	-2	-109
C=CCOC(=O)C(C#N)c1nc2ccccc2nc1N1CCN(c2ccccc2OC)CC1 (stereo unspecified)	26	12	-1	0	0	2	-13	0.1	0	2
O=C(Nc1ccc(F)cc1)Nc1csc2ccccc12	18	41	-2	61*	8	1	-8	2.6	1	-87
CCOc1ccc(NC(=O)c2cnccn2)cc1	15	3	-1	10	7	9	-72	-0.2	2	-33
CCNC(=O)CCn1nc(-c2ccc(C)cc2)c2ccccc2c1=O	6	-3	-1	6	-5	2	-14	-1.2	4	15
COc1ccc(N(C(=O)c2ccco2)C(C(=O)NC2CCCC2)c2cccnc2)c(OC)c1 (stereo unspecified)	-12	10	3	38	0	3	9	-0.1	-3	4
CCn1cc(Cl)c(C(=O)Nc2cccc(CN3CCOCC3)c2)n1	4	.	.	.	4	-2	-27	.	2	.
COc1ccccc1N(CC(O)CN1CCCCC1)S(=O)(=O)c1ccc(C)cc1 (stereo unspecified)	-2	-2	1	14	-3	8	-5	-0.1	-1	-26
CC1(C(=O)N/N=C/c2ccc([N+](=O)[O-])o2)CC1(Br)Br (stereo unspecified)	-67	6	-1	-1	-5	7	-16	0.3	-1	-96
CCCCOC(=O)Nc1ccc(S(=O)(=O)Nc2cc(C)nc(C)n2)cc1	7	-4	-3	2	8	0	-22	-0.4	1	16

Ordered by value in HSP90 inh (largest number first): some entries from above
Structure	HSP90 inh
COc1cc(NC(=O)CSc2nc(C)cs2)cc(OC)c1	2
O=C(Nc1ccc(F)cc1)Nc1csc2ccccc12	1
COc1cc(CN2CCN(CC#Cc3ccccc3)CC2CCO)cc(OC)c1 (stereo unspecified)	0
C[N+]1(CC(O)COCC2COc3ccccc3O2)CCOCC1 (stereo unspecified)	-1

Remaining list, next part.
SMILES	AI-2 QS modul	HSF1 inhib	GSK3A inh	HSF-1 act	IEC-6 tox	HSP90 inh	KLF5 inhibitor	HIF activator	GSK3beta inhib	aSyn UTR inh
Cc1ccc(S(=O)(=O)c2c(C)cc(C)nc2Oc2cccc(C(F)(F)F)c2)cc1	18	6	.	7	-4	-2	1	-0.1	0	16
CC(NC(=O)CSc1ncccn1)c1ccc(Cl)cc1Cl (stereo unspecified)	10	0	-1	8	-7	-3	-22	-0.3	3	-2
CCCCn1c(NCc2ccccc2O)nc2ccccc21	20	0	-1	21	0	-4	-20	0.1	1	-6
C=C(C)C1CC=C(CN2CCC(O)CC2)CC1 (stereo unspecified)	15	-1	1	5	-5	1	-14	-0.4	1	4
CCn1c(SC)nc(O)c(C(c2ccc(OC)c(O)c2)c2c(O)nc(SC)n(CC)c2=O)c1=O	32	-8	-7	4	2	0	-39	-0.3	1	0
C1CCC(NC2=NCCC2)CC1	21	-3	1	3	3	0	-31	-0.3	-1	9
CCOc1ccc(N(Cc2cc3cc(C)ccc3[nH]c2=O)C(=O)COC)cc1	1	-8	0	-2	0	-6	-25	-2.2	1	14
O=C(CN1CCOCC1)NN=C1CCCCCCCCCCC1	7	-6	-2	1	2	-1	10	-0.4	0	16
